# FBW7 act: FBW7 E3 ligase activators, primary screen, biochemical, AlphaScreen, human | F-box/WD repeat-containing protein 7 (Homo sapiens), Q969H0 | AlphaScreen FBW7–phospho-cyclin E peptide binding, activator screen | normalized activity (activation), % at 26.1 µM | 0.13% of 650,000 active; in the data active means normalized activity above about 1.9%;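 further: purified mutant Fbw7 with reduced substrate affinity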
# Target sequence (Q969H0 whole entry, looked up): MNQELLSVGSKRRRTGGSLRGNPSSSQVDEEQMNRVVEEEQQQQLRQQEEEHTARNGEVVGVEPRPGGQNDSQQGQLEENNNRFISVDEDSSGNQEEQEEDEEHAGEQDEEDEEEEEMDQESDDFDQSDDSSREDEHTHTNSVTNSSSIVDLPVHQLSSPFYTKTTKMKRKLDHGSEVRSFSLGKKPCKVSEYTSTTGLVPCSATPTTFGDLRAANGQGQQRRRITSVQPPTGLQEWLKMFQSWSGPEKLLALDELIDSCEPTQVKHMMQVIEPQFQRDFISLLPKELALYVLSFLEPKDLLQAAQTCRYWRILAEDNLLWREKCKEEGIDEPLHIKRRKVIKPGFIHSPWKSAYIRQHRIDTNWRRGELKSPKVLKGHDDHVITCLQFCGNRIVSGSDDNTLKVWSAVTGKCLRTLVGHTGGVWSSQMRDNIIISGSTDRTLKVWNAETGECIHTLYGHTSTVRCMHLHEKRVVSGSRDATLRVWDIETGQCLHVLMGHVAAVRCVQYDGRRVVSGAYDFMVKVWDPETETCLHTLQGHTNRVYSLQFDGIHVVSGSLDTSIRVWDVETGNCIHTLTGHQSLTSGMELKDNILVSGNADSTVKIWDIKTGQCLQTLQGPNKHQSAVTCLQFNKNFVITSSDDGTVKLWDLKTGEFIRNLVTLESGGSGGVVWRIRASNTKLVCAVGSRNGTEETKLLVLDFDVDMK
# TEAD-YAP inh: TEAD-YAP interaction inhibition, primary screen, TEAD-YAP interaction inhibitor project, luminescence, HEK-TIYL cells. TEAD-Gal4/YAP UAS-luciferase luminescence. 1.4% of 640,000 active. AID 1259422, 2018. inhibition, % at 9.12 µM; in the data active means inhibition above about 32%;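 further: 0% = median of test compound wells and 100% = reference inhibitor wells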
# MITF inh: MITF inhibitors, primary screen, biochemical, AlphaScreen, human | AID 1259374, 2018 | 0.91% of 650,000 active | inhibition, % at 2.6 µM | Microphthalmia-associated transcription factor (Homo sapiens), O75030 | AlphaScreen MITF homodimerization, bead proximity signal; in the data active means inhibition above about 50%;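 further: 0% = vehicle wells with protein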
# GPR151 activ: activators of human GPR151, primary screen, cell-based, PathHunter beta-arrestin, luminescence | activation, % at 11.2 µM | 1% of 650,000 active | PathHunter beta-arrestin GPR151 cells; in the data active means activation above about 4.9%;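 further: 0% = median of compound wells and 100% = cells with positive control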
# Target sequence (Q8TDV0 whole entry, looked up): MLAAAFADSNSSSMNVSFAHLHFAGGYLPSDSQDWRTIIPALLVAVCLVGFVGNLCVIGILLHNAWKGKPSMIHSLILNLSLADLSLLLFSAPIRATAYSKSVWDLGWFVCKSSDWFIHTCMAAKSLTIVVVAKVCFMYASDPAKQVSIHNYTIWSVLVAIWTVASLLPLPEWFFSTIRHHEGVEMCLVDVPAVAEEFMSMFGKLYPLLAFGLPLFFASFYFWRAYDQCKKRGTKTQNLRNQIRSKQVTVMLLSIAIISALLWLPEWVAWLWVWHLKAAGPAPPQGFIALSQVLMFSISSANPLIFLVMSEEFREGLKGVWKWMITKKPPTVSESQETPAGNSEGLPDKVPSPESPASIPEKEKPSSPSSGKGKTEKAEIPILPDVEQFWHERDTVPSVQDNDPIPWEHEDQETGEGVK
# Numbers without * were called inactive; nt = no result given.
Molecule	FBW7 act	TEAD-YAP inh	MITF inh	GPR151 activ
CC(=O)N(CCc1ccccc1)C1CC(=O)N(c2ccc(Br)cc2)C1=O (stereo not given)	-0.1	-5	0	-1.8
O=C(NC(c1ccccc1)c1ccncc1)c1ccc(CN2CCOCC2)[nH]c1=O (stereo not given)	0.2	4	7	2.4
COc1ccc(OCC(=O)O/N=C(\N)c2ccncc2)cc1	0.6	-27	-9	-0.7
CCc1cccc(NC(=O)N[C@H]2C[C@H]3C(=O)N4CCC[C@H]4C(=O)N3C2)c1	-0.1	-20	-11	-0.3
CCC(=O)N1CCN(c2ccc([N+](=O)[O-])cc2Cl)CC1	0.0	2	6	0.4
Cc1ccc(O)c(NC(=O)C2CC(c3ccc(Cl)cc3)=NO2)c1 (stereo not given)	0.1	0	0	1.3
CC(C)c1nc2ccccc2c2nnc(SCC(=O)Nc3nccs3)n12	-0.2	13	8	1.4
O=C(NCC1CCC2(CCN(C(=O)Cc3cccc(F)c3)CC2)O1)c1ccccn1 (stereo not given)	0.0	-7	-9	-1.5
CCc1ccc(N2C(=O)C3C4CCCC4=C4CCCC4C3C2=O)cc1 (stereo not given)	0.0	-1	22	0.3
O=C(c1ccc(OC2CCN(Cc3ccccn3)CC2)cc1)N1C[C@@H]2CCC[C@H]1C2	0.0	1	-14	-1.2
Cn1c(CNC(=O)c2ccc(S(=O)(=O)N3CCCC3)cc2)nnc1SCC(=O)N1N=C(c2cccs2)CC1c1ccc(F)cc1 (stereo not given)	0.4	22	9	0.2
CCCCOC(=O)c1ccc(NC(=O)c2cc(I)ccc2Cl)cc1	1.2	-7	3	0.4
CC(C)=CCC/C(C)=C/C=N/Nc1ccc(S(=O)(=O)N2CCOCC2)cc1[N+](=O)[O-]	0.0	8	2	0.6
O=C(Nc1ccccc1Br)C1CC(=O)N(c2ccccc2)C1 (stereo not given)	0.1	4	4	0.9
Cc1ccc(C(=O)N/C(=C/c2ccccc2)C(=O)NC(CC(C)C)C(=O)O)cc1 (stereo not given)	0.2	-2	-3	3.1
Cc1ccc(N(CC(=O)N(C)C)S(=O)(=O)c2ccc(F)cc2)cc1	-0.1	-7	-2	-1.8
COc1ccc(-c2nc(Nc3ccc(N4CCOCC4)cc3)c3ncn(C(C)C)c3n2)cn1	0.2	9	-3	-2.4
COCCNC(=O)NC(=O)CN1CCN(C(c2ccccc2)c2ccccc2)CC1	0.0	-8	7	0.5
Cc1ccc(NC(=O)C2CC(O)CN2C(=O)Oc2ccccc2)cc1C (stereo not given)	-0.2	-4	-9	-2.4
CCn1c(=O)c(C(=O)NC23CC4CC(CC(C4)C2)C3)c(O)c2ccccc21	0.2	4	24	0.6
O=C1CC(c2ccccc2)CN1C(=O)c1cccc2ccccc12 (stereo not given)	0.0	-6	9	-1.3
CSc1ccc(C2Oc3ccc(Cl)cc3C3CC(c4ccco4)=NN32)cc1 (stereo not given)	-0.1	5	-4	-1.0
O=C1OC[C@@H](Cc2cccc(O)c2)[C@@H]1Cc1cccc(O)c1	nt	nt	16	1.3
Cc1nc2ccccn2c1-c1nnco1	0.1	-2	-14	1.2
O=C(NCc1ccccc1)c1cc(-c2cccs2)on1	0.1	-34	8	1.2

# Individual results from the results shown:
# Under TEAD-YAP inh, O=C(NCC1CCC2(CCN(C(=O)Cc3cccc(F)c3)CC2)O1)c1ccccn1 (stereo not given) is listed with -7
# Under FBW7 act, CC(=O)N(CCc1ccccc1)C1CC(=O)N(c2ccc(Br)cc2)C1=O (stereo not given) is listed with -0.1
# Under GPR151 activ, O=C(c1ccc(OC2CCN(Cc3ccccn3)CC2)cc1)N1C[C@@H]2CCC[C@H]1C2 is listed with -1.2
# Under TEAD-YAP inh, O=C1CC(c2ccccc2)CN1C(=O)c1cccc2ccccc12 (stereo not given) is listed with -6
# Under GPR151 activ, O=C1OC[C@@H](Cc2cccc(O)c2)[C@@H]1Cc1cccc(O)c1 is listed with 1.3
# Under MITF inh, Cc1ccc(C(=O)N/C(=C/c2ccccc2)C(=O)NC(CC(C)C)C(=O)O)cc1 (stereo not given) is listed with -3
# Under MITF inh, CC(C)c1nc2ccccc2c2nnc(SCC(=O)Nc3nccs3)n12 is listed with 8

# Other structures follow.
Molecule	FBW7 act	TEAD-YAP inh	MITF inh	GPR151 activ
CN(C)c1cccc(-c2nc(-c3cccc(NS(C)(=O)=O)c3)cnc2N)c1	0.2	18	18	0.9
CCC(=O)Nc1ccc(NC(=O)c2ccc(OC)cc2)nc1	-0.1	-20	8	-1.2
COC(=O)C1=C(C(=O)c2ccc(C)cc2)C(c2cccc(OC)c2)n2nnnc2N1 (stereo not given)	-0.1	-2	-4	0.3
Cc1cc(C)nc(Nc2n[nH]c(-c3ccc(NC(=O)Nc4cccc(Cl)c4)cc3)n2)n1	-0.3	-31	14	3.8
CSc1nnc2c(n1)OC1(CCCCC1)Nc1ccccc1-2	0.2	-7	-3	1.5
CCOC(=O)c1c(C)oc2c1cc(NS(=O)(=O)c1ccc(OC)cc1)c1ccccc12	0.0	51*	10	-0.1
O=C(Nc1ccc(S(=O)(=O)N2CC3CC(C2)c2cccc(=O)n2C3)cc1)c1cccc2ccccc12 (stereo not given)	-0.2	5	-7	0.1
Cc1cc2c(NC(C)C)ncnc2s1	0.0	15	2	0.3
CON(C)c1nc(OCCNC(=O)OCc2ccc(Cl)cc2C)nc(N(C)C)n1	0.0	4	2	-0.5
CN1CCC(N(C)S(=O)(=O)c2ccc(F)cc2)CC1	-0.1	7	-5	-1.5
COc1ccc(-c2csc3nc(SCC(=O)NCCc4ccccc4)n(-c4ccccc4)c(=O)c23)cc1	-0.1	2	-6	-1.3
COC(=O)c1ccccc1NC(=O)NC1CCCCC1	-0.1	5	12	3.6
CCOc1ccc(CC(=O)Nc2c(C(=O)OC)oc3ccc(OC)cc23)cc1OCC	0.0	1	2	0.8
CN(C)CCNC(=O)c1ccc2c(=O)n(C3CCCC3)c(=S)[nH]c2c1	-0.3	15	-4	-0.3
OCCN1CCN(C(c2ccc(F)cc2)c2ccc3cccnc3c2O)CC1 (stereo not given)	-0.5	88*	51*	-0.9
Cc1nc(N2CCCCC2)[nH]c(=O)c1CCC(C)C	0.2	9	13	-1.6
COCCCNC(=O)c1cnc(N2CCCC2)nc1	0.8	-11	12	-1.2
Cc1ccc2c(c1)N(CC(=O)N(Cc1cccnc1)C1CC1)C(=O)C(C(C)C)O2 (stereo not given)	1.4	11	7	-0.6
CCOC(=O)C1CCN(Cc2ccc([N+](=O)[O-])s2)CC1	-0.4	5	17	-0.5
CCN(c1cccc(C)c1)c1cc(C)nc(-n2cc([N+](=O)[O-])cn2)n1	-0.1	8	-14	2.6
COc1c(F)c(F)c(-c2csc(NC(C)=O)n2)c(F)c1F	0.0	-3	0	-0.4
O=c1[nH]c2nc(/C=C/CCCO)cnc2n1-c1ccc(N2CCOCC2)cc1	-0.1	-12	10	-0.9
O=C(NCc1cccnc1)c1cn(-c2ccccc2)nc1-c1ccccc1	0.1	-17	7	-0.4
COc1cc2c(C#N)c(OC)nc(N)c2c(N)n1	-0.1	3	22	0.4
CCN(CC)C(=O)C1CCCN(c2nc(NCCOc3ccccc3)c3ncn(C4CCCCC4)c3n2)C1 (stereo not given)	0.1	-4	5	0.8
CCSc1ccc(-c2cnc(N3CCN(C)CC3)c3nccn23)cc1	-0.6	-48	-6	0.0
COCCCNC(=O)C1CC(=O)N(C2CCCCC2)C1 (stereo not given)	-0.1	-7	-1	1.3
CC(C)N1CC(C(=O)Nc2ccc(F)cc2)CC1=O (stereo not given)	0.5	0	8	-0.4
c1cc(-c2nccs2)c2nc(Nc3ccc(-n4cnc(N5CCOCC5)n4)cc3)ncc2c1	0.0	-1	22	0.1
COc1cccc(CN2CCC3(CC2)CC3C(=O)Nc2ccc(OC)c(Cl)c2)c1 (stereo not given)	-0.1	-6	6	0.4
c1ccc2c(c1)OC[C@@H](c1nc3ccc(-c4ccncc4)cc3[nH]1)O2	0.0	-35	10	-0.3
CCOC(=O)C1=C(C)N=c2s/c(=C/c3ccc(-c4ccccc4C(=O)OC)o3)c(=O)n2C1c1ccc(F)cc1 (stereo not given)	-0.1	4	-1	1.2
COC(=O)C(C(=O)Nc1nc2ccccc2s1)C1CCCC1 (stereo not given)	0.0	-2	-7	1.2
O=[N+]([O-])c1ccc(C=NC23CN4CN(CN(C4)C2)C3)s1	0.4	7	17	-1.1
CCCc1cc2c(=O)c(-c3cc4ccccc4o3)c(C)oc2cc1OC	-0.1	-2	5	1.1
CCC1(C)CC(=O)c2c(ccc3oc(C(=O)O)c(C)c23)O1 (stereo not given)	-0.1	9	9	1.4
CC(=O)N(Cc1ccco1)C(C)CCC=C(C)C (stereo not given)	0.1	-1	8	-0.4
COc1ccc(-c2nc3n(n2)C(c2cccc(C)c2)C2=C(CCCC2=O)N3)cc1OC (stereo not given)	-0.1	4	6	2.3
O=C(COC(=O)c1ccc(O)c(O)c1)Nc1ccc(Cl)cc1[N+](=O)[O-]	0.0	9	7	-0.8
COC1CCC(C(=O)N2CCCC2c2nnc(SCc3ccccc3)n2C)CC1 (stereo not given)	-0.1	1	33	-0.3
Cc1ccc(NC(=O)CCC(=O)OCC(=O)c2ccc(Br)cc2)cc1Cl	1.6	-2	18	-1.2
Clc1ccccc1CN1CCN(C2C3CC4CC(C3)CC2C4)CC1 (stereo not given)	-0.1	3	75*	0.5
C/C(=N/O)C(=O)C[N+](C)(C)C	0.1	4	11	2.3
CC1CCCCC1NC(=O)c1n[nH]c(=O)c2ccccc12 (stereo not given)	0.0	2	-2	0.3
Cc1cccc(-n2nc3c(c2NC(=O)c2ccc(S(=O)(=O)N4CCCCC4)cc2)CS(=O)C3)c1C (stereo not given)	0.1	8	8	-0.1
O=C(Nc1ccc2nc3n(c(=O)c2c1)CCCCC3)C(=O)Nc1cc(F)ccc1F	-0.2	3	3	-0.2
CC(=O)Oc1cccc(C(=O)NCc2ccc(F)cc2)c1	0.1	5	6	0.0
Cc1cc(C)n2nc(CNS(=O)(=O)c3ccc4oc(=O)ccc4c3)nc2n1	1.2	-7	30	-0.3
C=CCN(CC=C)C(=O)COc1ccc(Cl)cc1Br	0.0	1	-4	-0.4
CC1(C)CC(=O)C2=C(C1)Nc1ncnn1C2c1ccccc1 (stereo not given)	0.1	3	6	0.0

# Pulled by structure from the entries so far:
Molecule	FBW7 act	TEAD-YAP inh	MITF inh	GPR151 activ
c1cc(-c2nccs2)c2nc(Nc3ccc(-n4cnc(N5CCOCC5)n4)cc3)ncc2c1	0.0	-1	22	0.1
COc1ccc(-c2nc3n(n2)C(c2cccc(C)c2)C2=C(CCCC2=O)N3)cc1OC (stereo not given)	-0.1	4	6	2.3
C=CCN(CC=C)C(=O)COc1ccc(Cl)cc1Br	0.0	1	-4	-0.4

# Next part:
Molecule	FBW7 act	TEAD-YAP inh	MITF inh	GPR151 activ
Cc1ccc(CN[C@H]2C[C@H]3C(=O)N[C@@H](Cc4ccc(O)cc4)C(=O)N3C2)cc1C	-0.2	5	-1	-1.3
Cc1ccc(C)c(Cn2c(=O)c3c(nc4n3CCCN4Cc3ccco3)n(C)c2=O)c1	0.0	-6	8	-0.2
C=CCNC(=O)c1ccccc1-c1nc(-c2ccc(Cl)cc2)no1	0.0	-2	10	0.2
CC(=O)c1ccc(NC(=O)NNC(=O)c2cccc(N(C)C)c2)cc1	0.1	3	10	-1.5
C=CCSc1nc2sc3c(c2c(=O)n1CC1CCCCC1)CCc1ccccc1-3	0.0	2	-5	2.1
COC(=O)c1ccc(NC(=O)c2cc(C(=O)OC)cc([N+](=O)[O-])c2)cc1	-0.1	1	2	-1.0
CCc1ccc(N/C(SCc2ccccc2C)=C(/C#N)C(N)=O)cc1	0.0	27	12	-0.2
CCOC(=O)N1CCN(C(=O)C2c3ccccc3C(=O)N3CCc4ccccc4C23)CC1 (stereo not given)	-0.1	-6	15	0.4
Cc1ccc(C)c(N(CC(=O)Nc2ccccc2C)S(C)(=O)=O)c1	0.0	-1	6	2.2
COc1cc(NS(=O)(=O)c2ccc(Br)s2)cc(OC)c1	-0.1	4	2	0.8
Cc1ccc2nc3c(cc(C#N)c(=O)n3-c3cccc(C(F)(F)F)c3)c(=O)n2c1	-0.1	-6	5	0.1
COc1c(Br)cc(Br)cc1/C=c1/sc2nc3c(C)cc(C)cc3n2c1=O	0.2	6	6	-1.4
COc1ccccc1NC(=O)CSc1nnc(CC(=O)Nc2ccc(F)cc2)n1C	0.2	-4	11	-0.2
CC(=O)c1cc2c(cc1NC(=O)c1cccc(Br)c1)OCCO2	0.1	13	18	5.6*
CCN1C(=O)/C(=C/c2ccc(-c3cccc(Cl)c3C)o2)N(CC)C1=S	-0.2	3	-11	0.9
Cc1ccc(S(=O)(=O)CCC(=O)NC2CCCCC2)cc1	0.1	4	-3	0.9
CCOc1cccc(C=C2C(=O)NC(=O)NC2=O)c1OC	-0.1	10	13	-0.5
O=C(NCCCN1CCOCC1)c1cccnc1	0.0	-1	0	0.4
Cc1cccc(NC(=O)Cn2c(C)nc3sc4c(c3c2=O)CCCC4)c1	-0.1	8	-1	0.2
CCn1c2ccccc2n2cc(C(C)(C)C)nc12	-0.2	5	2	0.6
CCOC(=O)c1c(NC(=O)C2CC(=O)N(c3ccccc3)C2)sc2c1CCCC2 (stereo not given)	0.0	8	4	-0.8
CCC(C)(NCCc1c(C)[nH]c2ccccc12)c1nnnn1-c1c(C)cccc1C (stereo not given)	0.0	2	14	-1.2
O=C(c1ccccc1)N1CCC(N2CCCCC2)CC1	-0.1	3	12	0.5

# Source: PubChem BioAssay (The Scripps Research Institute Molecular Screening Center)
